# Abeta rescue: compounds reversing amyloid beta toxicity in yeast. yeast expressing A-beta42, growth rescue, OD600, 48 h; response scale: 0% DMSO, 100% iron-clioquinol control. Potency, µM (series often up to 46.1 µM), for the others: at the top dose growth rescue, hits mostly activators. hit rate 0.063% among 410,000. AID 1347071; note: potency is the fitted concentration of half-maximal effect; nearly all actives have a fitted effect of over 55% in size
#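 Yeast A-beta toxicity model in growth medium with pinned compounds, 48 h at 30 C; growth read as absorbance at 600 nm. Normalized to FeCl3/clioquinol equimolar mix (positive) and DMSO (negative).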
# Akt phos inh: inhibitors of Akt phosphorylation. activity change, % for hits at 50 µM. hit rate 0.32% among 360,000. Neuro2A IGF-stimulated pAkt S473 HTRF, 20 min; stronger effect = lower value; in the data active = activity change below about -80%; inconclusive = mostly about -51% to -80%; note: % is set by controls: 0 for no effect and ±100 for the full control effect
#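 Neuro2A cells in DMEM with 0.5% FBS, overnight at 37 deg C, given compound at single 50 µM final, then IGF (6 nM final) for 20 min at 37 deg C. Lysed; phospho-Akt Ser473 by HTRF after 24 h, 665/615 ratio.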
# PTHR1 agonist: PTHR1 (human) receptor agonism. Q03431. HEK293 GP2 PTHR1 cells, GloSensor cAMP luminescence, 1 h. Potency, µM (top dose mostly 115 µM), without a hit: at the highest dose activation, most hits filed as activators. hit rate 0.075% among 410,000. AID 743266; note: potency is the fitted concentration of half-maximal effect; nearly all actives have a fitted effect of over 55% in size; some results filed as inactive show a strong effect at the top dose; inactives centre near -15; many of its hits are not listed in these tables
# Target sequence (Q03431 whole entry, looked up): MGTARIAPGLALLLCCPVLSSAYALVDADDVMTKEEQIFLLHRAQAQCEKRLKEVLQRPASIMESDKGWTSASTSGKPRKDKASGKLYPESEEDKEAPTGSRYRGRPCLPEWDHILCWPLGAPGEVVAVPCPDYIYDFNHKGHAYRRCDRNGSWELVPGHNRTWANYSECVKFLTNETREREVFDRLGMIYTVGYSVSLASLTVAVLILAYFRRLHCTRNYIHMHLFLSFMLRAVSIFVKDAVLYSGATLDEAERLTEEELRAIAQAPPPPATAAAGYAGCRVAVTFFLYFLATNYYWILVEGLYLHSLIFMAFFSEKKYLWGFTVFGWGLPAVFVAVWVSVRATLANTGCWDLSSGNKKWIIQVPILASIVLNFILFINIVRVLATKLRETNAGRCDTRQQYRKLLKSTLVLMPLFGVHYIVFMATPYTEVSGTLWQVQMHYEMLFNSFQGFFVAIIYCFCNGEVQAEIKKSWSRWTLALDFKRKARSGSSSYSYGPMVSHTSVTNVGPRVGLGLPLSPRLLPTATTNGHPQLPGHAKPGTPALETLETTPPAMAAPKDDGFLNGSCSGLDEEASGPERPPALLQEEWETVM
#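 HEK-293-derived GP2 cells expressing PTHR1 and a GloSensor cAMP reporter, 3,000/well, plated overnight, given luciferin plus IBMX (each 0.5 mM as added) for 1 h at 37 °C, then compound for 1 h at 37 °C. Luminescence was read after 15 min at room temperature.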
# GLP1R cytotox: cytotoxicity in counter-screen for GLP-1R inverse agonists. hit rate 0.13% among 410,000. AID 624418. Potency, µM (series often up to 38.3 µM), for inactives: at the highest dose activity change, negative = inhibition, most hits filed as inhibitors. HEK293 cAMP-luciferase reporter cells, luminescence, 24 h;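 note: loss of luciferase light is scored as toxicity; potency is the fitted concentration of half-maximal effect; % is set by controls: 0 for no effect and ±100 for the full control effect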
#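 Here, cytotoxicity is scored as loss of luminescence. The MLSMR collection was tested on cells seeded in medium containing 10% Nu serum, with a 24 hr compound exposure preceded by 12 hours of culture.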
# FUS suppressor: FUS proteinopathy suppression in yeast. AID 1347120. Potency, µM (titrated, usually from 76.6 µM), without a hit: top-dose growth rescue (activation), hits mostly activators. hit rate 0.24% among 390,000. S. cerevisiae FUS-expressing, growth rescue, OD600, 24 h;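 note: potency is the fitted concentration of half-maximal effect; plate controls were DMSO vehicle for no effect and reference control for full effect; nearly all actives have a fitted effect of over 55% in size; some results filed as inactive show a strong effect at the top dose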
#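 Yeast FUS proteinopathy model; galactose-induced FUS (2%), starting OD 0.005. Cpds in dilution series, 24hr, 30C, 99% humidity. Abs 600 nm growth. Pos ctrl CP55940 (top 92uM final); neg ctrl DMSO.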
# GLP1R inv ag: inverse agonists of human GLP-1 receptor. hit rate 1.6% among 410,000. AID 624417. HEK293 GLP-1R CRE-luciferase, luminescence, 24 h; GLP-1R form is constitutively active. Potency, µM (doses to about 38.3 µM), for inactives: top-dose activity change, negative = inhibition, hits mostly inhibitors. P43220; note: potency is the fitted concentration of half-maximal effect; % is set by controls: 0 for no effect and ±100 for the full control effect; nearly all actives have a fitted effect of over 55% in size
# Target sequence (P43220 whole entry, looked up): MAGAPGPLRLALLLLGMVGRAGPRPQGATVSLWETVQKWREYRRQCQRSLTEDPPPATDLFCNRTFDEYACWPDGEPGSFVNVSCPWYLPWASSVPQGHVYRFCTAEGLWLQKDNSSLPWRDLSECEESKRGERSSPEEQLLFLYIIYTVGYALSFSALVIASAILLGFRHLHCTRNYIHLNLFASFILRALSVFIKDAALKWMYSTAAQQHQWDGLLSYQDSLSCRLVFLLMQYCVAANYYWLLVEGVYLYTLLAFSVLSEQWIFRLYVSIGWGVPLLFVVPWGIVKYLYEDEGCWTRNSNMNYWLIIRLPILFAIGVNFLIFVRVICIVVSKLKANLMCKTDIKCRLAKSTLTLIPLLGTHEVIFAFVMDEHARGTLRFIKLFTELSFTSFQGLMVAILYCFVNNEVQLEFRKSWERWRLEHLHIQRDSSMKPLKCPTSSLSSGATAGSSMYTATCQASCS
#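 Seeding at 200 cells/uL, 12 h culture, 24 hr compound treatment, then luciferase reagent and a luminescence read; cells are HEK293 stably expressing a constitutively active GLP-1R plus cAMP-responsive luciferase.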
# TDP43 rescue: TDP-43 toxicity inhibition in yeast. TDP-43 expressing yeast growth rescue, BacTiter-Glo, 24 h. Potency, µM (highest dose often 46.1 µM), inactives show at the top dose growth rescue (activation), actives largely listed as activators. hit rate 1.8% among 410,000. AID 652104; note: potency is the fitted concentration of half-maximal effect; % of control where 0% means no effect; nearly all actives have a fitted effect of over 50% in size
#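 Readout is BacTiter-Glo luminescence of cell growth, so inhibitors register as activators. TDP-43-expressing yeast at OD600=0.02 in galactose medium, after raffinose pregrowth to mid-log, were incubated with compound for 24 hr at 30 deg C.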
# Mm-Cpn inhibitor: M. maripaludis TRiC chaperonin inhibition; hit rate 0.031% among 330,000; AID 504842; Potency, µM (doses to about 76.9 µM), for inactives: at the highest dose activity, negative = inhibition, most hits filed as inhibitors; purified Mm-Cpn ATPase, ADP Transcreener TR-FRET; note: potency is the fitted concentration of half-maximal effect; % is set by controls: 0 for no effect and ±100 for the full control effect; nearly all actives have a fitted effect of over 80% in size
#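 Inhibition of chaperonin ATP hydrolysis is measured as reduced ADP production, detected by competitive TR-FRET in which signal falls with ADP. Final enzyme 25 nM and ATP 10 uM, reacted 30 min at 37°C.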
# aSyn yeast inh: inhibitors of alpha-synuclein toxicity in yeast. Potency, µM (doses to about 46.1 µM), without a hit: at the top dose growth rescue (activation), usual class: activators. hit rate 0.14% among 370,000. Yeast expressing alpha-synuclein, growth rescue, BacTiter-Glo, 24 h. AID 652106; note: potency is the fitted concentration of half-maximal effect; % of control where 0% means no effect; nearly all actives have a fitted effect of over 65% in size
#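 Rescue of yeast growth: cells expressing toxic alpha-synuclein, induced in galactose at OD600 0.02, incubated with compound 24 h at 30 C. ATP luminescence quantified growth; inhibitors of toxicity appear as activators.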
# * = called active by the depositor; i = inactive; ? = inconclusive; . = not tested or not shown; & = joins results of further samples; ! = a repeat was not active; [ ] = another dose, or the depositor's remark. Unless noted, calls come from the whole dose curve; as a rule, active = well fitted curve in the direction sought with a large enough effect; inconclusive = small, poorly fitted or top-dose-only effect, or another doubt; inactive = no such curve, though single readings can be large; an effect the other way counts as inactive or inconclusive.
SMILES,Abeta rescue,Akt phos inh,PTHR1 agonist,GLP1R cytotox,FUS suppressor,GLP1R inv ag,TDP43 rescue,Mm-Cpn inhibitor,aSyn yeast inh
O=C(COc1ccccc1)N1CCN(Cc2c[nH]c3ccccc23)CC1,12%,i,-1%[57.5 µM],-12%,-9%,?,-2%,-1%,3%
NC(=O)c1cccn(Cc2ccc(C(F)(F)F)cc2)c1=O,-28%,i,-48%[inhibitor],19%,-14%,55%[activator],-14%,0%,-9%
Cc1cc(=O)[nH]c(SCc2nc3ccccc3c(=O)n2-c2ccccc2C)n1,-13%,i,-8%,10%,10%,51%[activator],16%,-1%,-4%
Cc1ccc(C)c(N)c1,-19%,i,-3%,14%,-25%,?,-16%,2%,9%
O=C(Cc1ccccc1)N1CCN(Cc2c[nH]c3ccccc23)CC1,1%,i,i,0%,33%,0%,-28%,-1%,1%
COc1cc(C(C#N)N2CCOCC2)ccc1O (stereo unspecified),3%,i,-1%,-8%,4%,56%[activator],?,2%,-1%
CCC1(CCO)C(=O)NC(=S)NC1=O,-17%,i,i,0%,-13%,6%,-8%,.,-13%
O=c1[nH]c2ccccc2n1C1CCN(C(c2ccccc2OC(F)(F)F)c2nnnn2Cc2ccccc2)CC1 (stereo unspecified),4%,i,-15%,?,20µM*,?,25%,.,2%
C=CCn1c(O)c(C=Nc2ccc(OC)cc2C)c(=O)[nH]c1=O,-18%,i,-1%[57.5 µM],9%,20%,13%,-8%,1%,-2%
C=CC[N+](C)(C)c1ccc(CCC(=O)CCc2ccc([N+](C)(C)CC=C)cc2)cc1,-13%,i,i,10%,-29%,-7%,?,-2%,3%
COc1cc(C(=O)N/N=C/C23CC[C@@H](O)CC2(O)CC[C@@H]2[C@@H]3CCC3(C)C(C4=CC(=O)OC4)CCC23O)ccc1O (stereo partly specified),11%,i,-12%,-26%,16%,-5%,-7%,0%,1%
CN1C(=O)C(Cl)(Cl)C(=O)c2ccccc21,-19%,i,-19%,?,14%,-16%,7%,-2%,7%
C=CCC1(Nc2ccccc2)CC(C)N(C)CC1C (stereo unspecified),9%,i,i,6%,-3%,-15%,2%,0%,1%
CCOC(=O)C1=C(N)Oc2ccccc2C12C(=O)N(CC(=O)OC)C(CC(=O)OC)=C2C(=O)OC (stereo unspecified),7%,i,-22%[57.5 µM],9%,14%,3%,-31%[inhibitor],2%,4%
NC(=NCCCCCCN=C(N)/N=C(\N)Nc1ccc(Cl)cc1)/N=C(\N)Nc1ccc(Cl)cc1,-89%&-91%&-38%[inhibitor],i,-22%&-24%,?,15%&12%&-18%,?,25µM*!,?,-59%&-65%&-1%[inhibitor]
CC(C)c1nc2oc3c(NCc4ccccn4)ncnc3c2c2c1COC(C)(C)C2,-14%,i,i,0%,-12%,124%[activator],-3%,.,-7%
CCOC(=O)c1cc(-c2ccccc2)n(CC(=O)Nc2ccc(OC)c(OC)c2)c1C,8%,i,i,?,.,?,-8%,0%,3%
CCOC(=O)[C@]12Cc3ccccc3[C@H]1N(CCC(=O)OC)C(=O)c1cc(OC)ccc12,-1%,i,-94%[inhibitor],-12%,26%,?,1%,.,?
O=C1Nc2ccc(Br)cc2C(c2ccccc2Cl)=NC1O (stereo unspecified),-11%,i,-18%,-4%,-9%,-14%,8%,-5%,6%
c1ccc2c(N3CCNCC3)nsc2c1,12%,i,i,?,-5%,?,8%,-1%,4%
ClCCN(CCCl)c1ccc(C=Cc2ccncn2)cc1,13%,i,i,.,32%,?,-5%,.,5%
O=C1NC(=O)C(=Cc2ccc(N3CCOCC3)cc2)C(=O)N1,10%,i,-1%,-21%,-3%,12%,-5%,-3%,-3%
CCC(=NCc1ccco1)c1c(O)n(-c2ccc(C)cc2)c(=O)[nH]c1=O,9%,i,25%,0%,?,0%,-16%,0%,0%
COc1ccc(CC(=O)N2CCN(C)CC2)cc1,-5%,i,11%,7%,5%,-5%,-13%,-1%,-5%

# Reprinted from the part before: 2 entries, followed by the next part.
SMILES,Abeta rescue,Akt phos inh,PTHR1 agonist,GLP1R cytotox,FUS suppressor,GLP1R inv ag,TDP43 rescue,Mm-Cpn inhibitor,aSyn yeast inh
CCC(=NCc1ccco1)c1c(O)n(-c2ccc(C)cc2)c(=O)[nH]c1=O,9%,i,25%,0%,?,0%,-16%,0%,0%
COc1ccc(CC(=O)N2CCN(C)CC2)cc1,-5%,i,11%,7%,5%,-5%,-13%,-1%,-5%
NCCCC(=O)OC1N=C(c2ccccc2Cl)c2cc(Br)ccc2NC1=O (stereo unspecified),8%,i,-5%,5%,-8%,4%,12%,1%,-2%
CC(=O)c1c(C)n(Cc2ccccc2Cl)c2ccc(O)cc12,-15%,i,-67%[inhibitor],14%,23%,3%,7%,-2%,-5%
CCN(CC)C(=O)c1ccc2c(c1)C1C=CCC1C(C(=O)O)N2 (stereo unspecified),0%,i,-52%[inhibitor],-17%,-1%,-12%,7%,-2%,-3%
O=C(NCc1cccnc1)c1ccc(-c2ccc(F)c(F)c2)c2ccoc12,-28%,i,-73%[inhibitor],-13%,3%,-16%,7%,.,0%
O=C(OCc1cc(=O)n2nc(C3CC3)sc2n1)c1ccc(NC(=O)c2ccccc2Cl)cc1,-18%,.,-94%[inhibitor],-3%,9%,-8%,-10%,.,.
O=C1C=CC(=O)C=C1,-4%,i,i,6%,-49%,5%,?,0%,0%&8%&3%
O=C(NCC(c1cccnc1)N1CCN(c2ccccc2F)CC1)Oc1ccccc1 (stereo unspecified),24%,i,-28%[57.5 µM],-8%,5%,-40%,0%,-2%,4%
CCOc1ccc(CC(=O)NCCc2csc3nc(-c4ccccc4F)nn23)cc1,-4%,.,i,0%,8%,54%[activator],24%,.,.
COc1c(O)ccc2c1-c1c3c(cc4c1C(C2)N(C)CC4)OCO3 (stereo unspecified),-29%,i,-15%,-17%,-2%,15%,15%,-2%,0%
c1ccc(N2[C@@H]3CC[C@H]2c2ccccc2C3)cc1,7%,i,-70%[inhibitor],7%,-17%,-25%,26%,.,-1%
O=C1NC(=O)C(=Cc2ccc(-c3ccccc3[N+](=O)[O-])o2)C(=O)N1,-22%,i,i,11%,20%,18%,-32%[inhibitor],0%,-2%
c1cc(OCCN2CC2)ccn1,4%,i,12%,-4%,.,-3%,-20%,.,-3%
O=C(c1ccccc1F)c1cn(CC(=O)N2CCCCC2)c2ccccc12,10%,i,-15%[57.5 µM],-32%,4%,-5%,-4%,2%,0%
CN(CC(=O)Nc1cccc(S(=O)(=O)N2CCOCC2)c1)CC(=O)Nc1ccc(Cl)c(C(F)(F)F)c1,4%,i,-39%[inhibitor],?,39%,?,2%,0%,-2%
Cc1cc(C)cc(N2C(=O)NC(=O)/C(=C\C=C\c3ccco3)C2=O)c1,6%,i,-35%,-3%,.,?,-5%,0%,17%
Clc1ccccc1CN1CCN(c2ccccc2Cl)CC1,-12%,i,-31%[inhibitor],15%,-5%,?,-21%,-5%,11%
COC(=O)C1=C(c2c(C)noc2C)C[C@@H]2CC[C@H]1N2C(=O)NCCNC(C)=O,-7%,i,-18%,0%,-25%,24%,0%,4%,0%
CC(=O)NN1C(=O)/C(=C/c2ccc(Br)o2)SC1=S,-27%,i,-9%,-12%,?,19%,6%,-3%,0%
O=C1c2ccccc2-n2nnc(-c3ccccc3)c2C2c3ccccc3CCN12 (stereo unspecified),-12%,i,-8%,2%,-11%,22%,24%,.,1%
CC1CCN(C(=O)N2c3ccccc3Sc3ccccc32)CC1,-2%,i,-3%,-9%,18%,2µM*,-6%,1%,3%
C=CCN1C(=O)NC(=O)/C(=C/c2cc3c4c(c2)CCCN4CCC3)C1=O,18%,i,-9%,-8%,39%,-14%,-2%,-3%,-7%
Cc1ccc2c(c1)Oc1ccccc1N=C2,3%,i,i,1%,-5%,-31%,28%,.,-1%
N#CCN1CCN(c2ccc(C(F)(F)F)cc2)CC1,-12%,i,i,2%,.,?,28%,1%,-6%
O=C1CC(N2CCC(n3c(=O)[nH]c4ccccc43)CC2)C(=O)N1Cc1ccccc1 (stereo unspecified),-15%,i,-88%[inhibitor][57.5 µM],15%,-33%[inhibitor],?,0%,2%,-14%
O=[N+]([O-])c1ccc(Nc2ccccc2)cc1,14%,i,-5%,-7%,6%,?,?,-5%,1%
O=C1c2cccc3cc([N+](=O)[O-])cc(c23)C(=O)N1c1ccccc1O,-12%,i,-24%,4%,7%,33%[activator],17%,1%,7%
Cc1nc2cc(C(F)(F)F)ccc2n1C1CCN(Cc2nnnn2Cc2cccs2)CC1,-3%,i,-19%,-7%,?,?,6%,-6%,0%
C=CCOC(=O)C1=C(C)OC(N)=C(C(=O)OCC)C12C(=O)N(CC(N)=O)c1ccccc12 (stereo unspecified),-1%,i,-23%[57.5 µM],3%,13%,5%,-20%,1%,2%
O=[N+]([O-])c1ccccc1-c1cc(-c2ccccc2)cc(-c2ccccc2)[n+]1Cc1ccccc1Cl,3%,i,-12%,?,-1%,?,-1%,1%,-1%
CCOC(=O)c1c(C)n(COCCO)c2ccc(O)cc12,5%,i,21%,8%,20%,3%,-16%,0%,0%
Nn1c(SCc2cccc(F)c2)nnc1-c1cccnc1,9%,i,i,?,0%,4%,4%,2%,2%

# High-throughput results: PubChem, National Center for Advancing Translational Sciences (NCATS)

# A portion of the library. The share of hits here may be higher or lower than overall.
